rTrxR1 inhibitor – rat TrxR1 inhibition; O89049; recombinant rTrxR1, NADPH fluorescence consumption, selenite substrate; 390,000 tested, 1% active; Potency, µM (top dose mostly 114 µM), for the others: at the top dose activity change, negative = inhibition, usual class: inhibitors; also: potency is read from the fitted curve at half-maximal effect; % is scaled to controls: 0 for no effect and ±100 for the full control effect; nearly all actives have a fitted effect of over 65% in size
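Rat TrxR1 (90 nM in the dispensed reagent) was pre-reduced with 400 uM NADPH for 5 min at room temperature, then incubated with compound for 15 min. After 400 uM selenite was added, NADPH fluorescence (Ex 340/Em 450 nm) was followed for 8 min.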
IDH1 R132H inh – inhibitors of human mutant IDH1 R132H. O75874. IDH1-R132H enzyme, NADPH consumption, diaphorase/resazurin fluorescence. Potency, µM (highest dose often 76.6 µM), for inactives: top-dose activity change, negative = inhibition, usual class: inhibitors. 390,000 tested, 0.093% active; also: potency is read from the fitted curve at half-maximal effect; % is scaled to controls: 0 for no effect and ±100 for the full control effect; nearly all actives have a fitted effect of over 65% in size
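IDH1-R132H (0.5 ug/mL) preincubated 30 min with compound, then NADPH (0.016 mM) and alpha-KG (2 mM) added; 80 min at RT, pH 7.5. Remaining NADPH coupled via diaphorase/resazurin to fluorescence (540/590 nm); concentration-response curves normalized to no-enzyme control.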
Pin1 inh – inhibitors of human Pin1. Q13526. Pin1 FP peptide displacement, HiFluor488, 10 min. Potency, µM (series often up to 115 µM), without a hit: at the top dose activity, negative = inhibition, usual class: inhibitors. 390,000 tested, 0.009% active. AID 504891; active = well fitted inhibition curve with a large enough effect in the polarisation, with a control signal flat, not every such curve was filed as active; inconclusive = small, poorly fitted or top-dose-only effect, or effect the other way, or a change in a side signal; inactive = no such curve, though single readings can be large or run the other way; the % refers to the polarisation; also: potency is read from the fitted curve at half-maximal effect; % is scaled to controls: 0 for no effect and ±100 for the full control effect
Target sequence (Q13526 whole entry, looked up): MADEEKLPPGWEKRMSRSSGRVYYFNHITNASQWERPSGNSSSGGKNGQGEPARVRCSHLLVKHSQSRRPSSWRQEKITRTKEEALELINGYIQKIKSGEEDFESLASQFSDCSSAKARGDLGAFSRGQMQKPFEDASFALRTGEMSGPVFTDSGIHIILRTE
TRHR agonist – agonists of human TRH receptor; 360,000 tested, 0.18% active; activation, % at 2 µM; TRHR cells, calcium flux fluo-8, FDSS agonist mode; P34981; in the data active = activation above about 30%; also: 0% is about no effect
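Agonist-mode FDSS calcium read (Ex 480/Em 530, 1 s cycles) in 1536-well TRHR cells with fluo-8 dye, after 10-cycle baseline and 23 nL compound addition; TRH at EC20 (10 nM final) added afterwards for the enhancer phase.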
USP1 inh – blocks the human USP1/UAF1 deubiquitinase complex; Potency, µM (titrated, usually from 57.1 µM), inactives show at the top dose activity change, negative = inhibition, usual class: inhibitors; recombinant USP1/UAF1, Ub-Rhodamine cleavage fluorescence; 390,000 tested, 0.23% active; also: potency is read from the fitted curve at half-maximal effect; % is scaled to controls: 0 for no effect and ±100 for the full control effect; nearly all actives have a fitted effect of over 60% in size; inactives centre near -12
Target sequence (O94782 whole entry, looked up): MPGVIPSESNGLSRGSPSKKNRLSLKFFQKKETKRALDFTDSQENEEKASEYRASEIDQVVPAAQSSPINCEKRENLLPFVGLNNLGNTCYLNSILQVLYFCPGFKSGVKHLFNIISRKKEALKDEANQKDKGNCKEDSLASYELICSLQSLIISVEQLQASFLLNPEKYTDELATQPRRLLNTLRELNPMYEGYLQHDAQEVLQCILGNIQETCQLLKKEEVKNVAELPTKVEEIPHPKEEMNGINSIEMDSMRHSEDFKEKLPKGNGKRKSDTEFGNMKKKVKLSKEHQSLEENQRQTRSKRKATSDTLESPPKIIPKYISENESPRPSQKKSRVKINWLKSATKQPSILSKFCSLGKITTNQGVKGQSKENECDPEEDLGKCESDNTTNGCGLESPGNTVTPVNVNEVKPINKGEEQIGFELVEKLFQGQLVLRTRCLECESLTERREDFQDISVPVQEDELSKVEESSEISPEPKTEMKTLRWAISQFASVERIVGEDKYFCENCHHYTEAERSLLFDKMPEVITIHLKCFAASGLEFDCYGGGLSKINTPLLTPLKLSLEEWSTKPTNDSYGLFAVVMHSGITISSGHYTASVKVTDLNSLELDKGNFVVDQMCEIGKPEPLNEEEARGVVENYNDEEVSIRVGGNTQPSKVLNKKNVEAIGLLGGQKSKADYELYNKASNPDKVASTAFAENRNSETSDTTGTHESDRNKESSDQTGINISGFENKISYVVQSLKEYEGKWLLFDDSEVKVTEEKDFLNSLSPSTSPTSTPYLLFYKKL
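USP1/UAF1 complex (1 nM) preincubated 15 min at room temperature with compound, then Ub-Rho substrate (150 nM final) added. Kinetic fluorescence at 480/540 nm over 6 reads at 60 s intervals; 50 mM HEPES pH 7.8, 0.5 mM EDTA, 0.1 mg/ml BSA, 1 mM TCEP, 0.01% Tween-20.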
D2 ag – activates the human D2 dopamine receptor; AID 485358; HEK293 T-REx D2 cells, calcium flux agonist mode; activation, % at 2 µM; 340,000 tested, 0.53% active; P14416;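 active = activation over 3 SD above normal in the single-dose calcium agonist read, cut at about 30% in these data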; also: 0% is about no effect
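Tetracycline-induced HEK293 Trex cells with D2 receptor force-coupled to calcium signaling, plated overnight at 30 C and loaded with no-wash calcium dye. Calcium flux read kinetically for 180 s after compound addition; responses flag agonists.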
TRHR enhancer – allosterically enhances the human TRH receptor. P34981. AID 493056. TRHR cells, fluo-8 calcium fluorescence, EC20 TRH enhancement. enhancement, % at 2 µM. 360,000 tested, 0.66% active; in the data active = enhancement above about 30%; also: 0% is about no effect
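Enhancer read-out: after compound pinning and an initial kinetic agonist-mode read, an EC20 of TRH (10 nM final) was injected and fluo-8 calcium signal (Ex 480/Em 530) followed at 1 s/cycle for 100 cycles in TRHR-expressing cells.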
TrxR1 substrate – rat thioredoxin reductase 1 substrate activity; O89049; purified TrxR1 substrate turnover, NADPH consumption readout; Potency, µM (highest dose often 114 µM), for inactives: at the top dose activity change, negative = substrate turnover; 390,000 tested, 0.01% active; also: potency is read from the fitted curve at half-maximal effect; % is scaled to controls: 0 for no effect and ±100 for the full control effect; nearly all actives have a fitted effect of over 50% in size
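Rat TrxR1, dispensed at 90 nM, was prereduced with 400 uM NADPH (final) for 5 min at ~22 deg C, then incubated with compound 15 min before 400 uM selenite. A first-read NADPH fluorescence drop versus no-compound background flagged substrates.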
D2 antagonist – D2 dopamine receptor (human) antagonism | P14416 | HEK293 TREx D2 cells, calcium flux, dopamine EC80 | inhibition, % at 10 µM | 340,000 tested, 2% active | AID 485344; in the data active = inhibition above about 30%; also: 0% is about no effect
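Dopamine at EC80 is the agonist stimulus; test compounds precede it by 180 s. Calcium flux read kinetically in a force-coupled, inducible HEK293 T-REx D2 cell line.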
The depositor's hits bear a star; ? = inconclusive; . = no result given; [ ] = remark or other dose. Unless noted, calls follow the shape of the dose curve; as a rule, active = well fitted inhibition curve with a large enough effect; inconclusive = small, poorly fitted or top-dose-only effect; inactive = no such curve, though single readings can be large or run the other way.

The line under a structure holds: rTrxR1 inhibitor, IDH1 R132H inh, Pin1 inh, TRHR agonist, USP1 inh, D2 ag, TRHR enhancer, TrxR1 substrate, D2 antagonist
CC(=O)Nc1nonc1-c1nnc(SCc2ccc(C)cc2)n1C
 : -1%, 8%, 5%, -1.7, -7%, 16, 0, 7%, .
COc1ccc(CCNC(=O)CSc2nn(-c3ccccc3)c(=S)s2)cc1
 : -1%, 6%, 1%, 0.8, -25%, 0.5, -1, -8%, -6
N#CCCN(C(=O)COc1ccc(F)cc1Br)c1ccccc1F
 : 10%, -4%, -1%, 0.5, -14%, -0.2, 9, -8%, 13
CCOc1ccc(C(=O)c2oc3ccccc3c2NC(=O)Cc2coc3cc(C)cc(C)c23)cc1
 : 12%, 0%, 2%, -1.6, -5%, -1.3, 1, -2%, .
O=C(Nc1ccc(Cl)cc1)Nc1nnc(SCc2ccc(Cl)cc2)s1
 : 27%, 8%, 0%, 0.7, -2%, 1.1, 2, 3%, 4
CCOC(=O)c1c(-c2ccccc2)oc2ccc(OCC(=O)O)cc12
 : 18%, -19%, 13%, -0.2, -6%, -0.2, -2, 206%[activator], 33*
O=C(Nc1ccc(N2CCOCC2)c(S(=O)(=O)Nc2ccc(Cl)cc2)c1)c1ccc(=O)[nH]n1
 : -4%, 5%, ?, ., -1%, ., ., -3%, .
CCc1cc2c(=O)c(-c3nc(C)cs3)coc2cc1OC(C)C(=O)NCCO (stereo not given)
 : 11%, 14%, 8%, -0.2, -17%, -1.0, -6, 7%, 9
Cn1c(CNc2ccc(Cl)cc2)nc2ccccc21
 : 6%[57.1 µM], 6%, -6%, -0.1, -3%, -1.2, 4, 3%[57.1 µM], -12
CCOc1ccc2nc(SCc3ccccc3C#N)sc2c1
 : -9%, 5%, 1%, 0.7, -25%, -1.2, -20, -3%, 24
O=C(Nc1ccnc(-c2ccncc2)n1)C1CC1
 : 1%[57.1 µM], 1%, -3%, 0.3, 1%, ., 1, 3%[57.1 µM], .
CCOc1ccccc1NC(=O)COC(=O)c1cc(C(=O)OC)cc([N+](=O)[O-])c1
 : 8%[57.1 µM], 9%, -5%, 0.1, -7%, 0.4, 1, 8%[57.1 µM], -1
Cc1nnc(NC(=O)C(C)Sc2nnc(-c3ccco3)n2C(C)C)s1 (stereo not given)
 : 5%[57.1 µM], -9%, 4%, -0.1, -19%, -1.2, 7, 3%[57.1 µM], -16
COc1cc(/C=C2\SC(=S)N(CCC(=O)Nc3ccccc3O)C2=O)cc(OC)c1OC
 : 1%, -1%, 4%, 0.9, -26%, 0.3, 6, -8%, 2
O=C(NCC1CCCO1)c1ccc(COc2ccc(Br)cc2)cc1 (stereo not given)
 : ?, 8%, -1%, 0.3, -10%, -5.0, -3, 12%, 1
COCCCNC(=O)/C(C#N)=C/c1c(N2CCN(c3ccccc3)CC2)nc2ccccn2c1=O
 : 20%[57.1 µM], 9%, 2%, -0.2, -13%, 5.7, -3, 143%[activator][57.1 µM], 10
O=C(Nc1cccc(-c2ccc(F)cc2)c1)C1CCCN(Cc2cccnc2)C1 (stereo not given)
 : 8%[57.1 µM], 5%, 3%, -0.2, -11%, -0.3, 7, -5%[57.1 µM], 7
COc1ccc(CNC(=O)CSc2nc3ccc(N)cc3s2)cc1
 : -15%, 5%, 3%, 42*, -9%, 5.4, 12, -6%, -7
CCC/C=N/Nc1nc2ccccc2s1
 : 15%[57.1 µM], 6%, -3%, -0.3, -15%, -0.5, -6, 4%[57.1 µM], 3
Cc1ccc(NNC(=O)c2ccno2)cc1C
 : 14%[57.1 µM], 6%, -10%, 0.6, -8%, 0.6, -4, 4%[57.1 µM], -3
CNC(=S)NC1(C)CCS(=O)(=O)C1 (stereo not given)
 : 19%[57.1 µM], 7%, -4%, 0.4, -4%, 0.3, 0, 6%[57.1 µM], -19
CN(C)C(CNC(=O)Cc1cccc(C(F)(F)F)c1)c1ccco1 (stereo not given)
 : 10%[57.1 µM], 6%, 15%, 1.0, -18%, -0.9, 6, 1%[57.1 µM], -5
CC(C)(C)c1ccc(OCCNCc2ccccc2)cc1
 : -1%[57.1 µM], 7%, -6%, 0.5, -18%, 2.9, 13, 7%, 9
O=c1[nH]nc(-c2ccc(F)cc2)cc1Cc1ccccc1
 : 9%, 11%, 18%, -0.3, -19%, -0.6, 3, -4%, 1
CCS(=O)(=O)c1nnnn1-c1ccccc1S(C)(=O)=O
 : 9%, 9%, -9%, 2.4, -9%, 1.4, -1, -1%, 4
O=C(CC1OC(=O)c2ccccc21)NNC(=O)c1ccc(F)cc1 (stereo not given)
 : 16%, -12%, 0%, -0.7, -18%, 0.5, -2, -1%, -15
CC(C)CC(=O)Nc1sc2c(c1C#N)CC(C)(C)NC2(C)C
 : -5%[57.1 µM], 1%, 2%, 0.3, -11%, -0.7, 1, 2%[57.1 µM], 11
COc1ccc(CS(=O)/C(Cl)=C(/Cl)C(=O)Nc2ccc(OC)nc2)cc1 (stereo not given)
 : -86%, 2%, -1%, 0.1, -11%, 22, 2, 3%[57.1 µM], 22
O=C(NNc1ccccc1)Nc1ccccc1F
 : 10%, 5%, 0%, -0.6, -10%, -1.8, 17, 2%, 5
COc1ccc(-c2[nH]ncc2CN2CCC(OCc3cccnc3)CC2)c(F)c1
 : 1%[57.1 µM], -1%, 2%, 1.1, -10%, 0.6, 1, -2%[57.1 µM], 11
CCC1(C)Cc2ccccc2/C(=C/C(=O)N2CCCCC2)N1 (stereo not given)
 : -32%, 4%, -15%, 0.0, -10%, 1.4, 1, -16%, -9
CCn1c(=NC(=O)CS(=O)(=O)c2ccc(C)cc2)sc2cccc(OC)c21
 : 16%, -2%, 33%[activator], -0.5, -20%, -0.5, -3, 14%, 0
CN(c1ccc(C(=O)N2CCOCC2)cc1)S(=O)(=O)c1ccc(Cl)cc1
 : 9%, -3%, -6%, -0.1, -6%, 0.7, -4, 1%, -8
Cc1ccc(C2=Nc3ccccc3N(CC(=O)Nc3ccccc3C)C(=O)C2)cc1C
 : 13%[57.1 µM], -23%, 15%, 0.4, -19%, ., 1, -3%[57.1 µM], .
O=C1CCCCC1Oc1ccc2ccc(=O)oc2c1 (stereo not given)
 : -9%, -7%, 8%, 0.6, -24%, 1.4, 1, 89%[activator], 27
O=C(CSc1nccn1-c1cccc(F)c1)NC1CCCC1
 : 2%, 0%, 7%, ., 0%, ., ., -11%, .
CCN1CCN(c2ccc(S(=O)(=O)N3CCCCC3)cc2NC(=O)c2ccc(OC(F)F)cc2)CC1
 : 9%, -1%, 0%, 0.5, -1%, 0.9, 13, -3%, -7
CCC(Sc1nc2c(c(=O)n1CC)SC(C)C2)C(=O)OC (stereo not given)
 : 48%[activator][57.1 µM], 5%, -6%, -0.2, -9%, -1.0, -2, 37%[activator][57.1 µM], 11
COc1ccc(-c2ccc3c(c2)C2CC3CCN2C(=O)C2CCCCC2)cc1 (stereo not given)
 : 13%, -1%[38.3 µM], 1%, ., -16%, ., ., 1%, .
COc1ccc(OC)c(/C=C/c2ccnc3ccccc23)c1
 : -1%[11.4 µM], -1%, -2%, ., -20%, ., ., 16%[57.1 µM], .
COc1cccc(C2SCC(=O)N2c2ccc(Cl)cc2)c1OC (stereo not given)
 : -6%[57.1 µM], 7%, -8%, -0.6, -11%, -0.6, -5, 0%[57.1 µM], -7
CN(CCO)C(=O)c1cccc2c1-c1ccccc1C2=O
 : 14%[57.1 µM], 3%, -6%, 0.0, -12%, 0.9, 1, 8%[57.1 µM], -11
O=C(CCc1nc2cccnc2n1Cc1ccccc1)NCc1cccc(Cl)c1
 : -17%, 19%, 5%, -1.7, -7%, -0.2, -5, -16%, .
CN(C)CCSc1nc(N)c2c3c(sc2n1)COC(C)(C)C3
 : 19%, 15%, -3%, 0.3, -5%, -0.1, -2, 8%, -21

As a working copy, part of the list above.
The line under a structure holds: rTrxR1 inhibitor, IDH1 R132H inh, Pin1 inh, TRHR agonist, USP1 inh, D2 ag, TRHR enhancer, TrxR1 substrate, D2 antagonist
CCN1CCN(c2ccc(S(=O)(=O)N3CCCCC3)cc2NC(=O)c2ccc(OC(F)F)cc2)CC1
 : 9%, -1%, 0%, 0.5, -1%, 0.9, 13, -3%, -7
CCC(Sc1nc2c(c(=O)n1CC)SC(C)C2)C(=O)OC (stereo not given)
 : 48%[activator][57.1 µM], 5%, -6%, -0.2, -9%, -1.0, -2, 37%[activator][57.1 µM], 11
COc1ccc(-c2ccc3c(c2)C2CC3CCN2C(=O)C2CCCCC2)cc1 (stereo not given)
 : 13%, -1%[38.3 µM], 1%, ., -16%, ., ., 1%, .
COc1ccc(OC)c(/C=C/c2ccnc3ccccc23)c1
 : -1%[11.4 µM], -1%, -2%, ., -20%, ., ., 16%[57.1 µM], .
COc1cccc(C2SCC(=O)N2c2ccc(Cl)cc2)c1OC (stereo not given)
 : -6%[57.1 µM], 7%, -8%, -0.6, -11%, -0.6, -5, 0%[57.1 µM], -7
CN(CCO)C(=O)c1cccc2c1-c1ccccc1C2=O
 : 14%[57.1 µM], 3%, -6%, 0.0, -12%, 0.9, 1, 8%[57.1 µM], -11
O=C(CCc1nc2cccnc2n1Cc1ccccc1)NCc1cccc(Cl)c1
 : -17%, 19%, 5%, -1.7, -7%, -0.2, -5, -16%, .
CN(C)CCSc1nc(N)c2c3c(sc2n1)COC(C)(C)C3
 : 19%, 15%, -3%, 0.3, -5%, -0.1, -2, 8%, -21

Assay outcomes as filed in PubChem.

This is a subset (hit frequency here may not be typical).
